MEKK2mut PB1 HTS: signal of MEK5 binding to mutant human MEKK2 PB1 domain; bead flow cytometry, Alexa488-MEK5 binding to MEKK2 mutant; percent response, % at 10 µM; 290,000 tested, 0.35% active; AID 1530; in the data active = percent response above about 24%, passing the limit was not always enough; note: inactives centre near 1; some results filed as inactive read as strong as hits; reference of the scale not given here
NALP1 yeast inh: inhibitors of NALP1 inflammasome in yeast; S. cerevisiae NALP1/ASC/caspase-1 growth, X-gal OD620, 72 h; inhibition, % at 10 µM; 280,000 tested, 0.61% active; AID 2071; in the data active = inhibition mostly above about 24%, no sharp cut-off; inactive = mostly below about 32%; note: some compounds called inactive have numbers as strong as hits
MEKK2 WT-MEK5: raises or lowers MEK5 binding to wildtype human MEKK2 PB1 domain | Q9Y2U5 | bead flow cytometry, Alexa488-MEK5 binding to MEKK2 WT; actives lie on both sides | binding response (% of control), % at 10 µM | 290,000 tested, 1.1% active | AID 1531; in the data active = binding response below about 67% or above about 130%
p-CIP stab down: compounds decreasing mouse p/CIP protein stability; decrease of EGFP signal, % at 10 µM; 290,000 tested, 0.01% active; Q05BA5; AID 1984; F442A p/CIP-EGFP cells, EGFP fluorescence, 16 h;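 active = EGFP signal decrease of at least 30% at 10 µM or well 3 SD below plate mean, unless failing retest; inactive = the rest, including hits failing retest or dose response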; note: some compounds called inactive have numbers as strong as hits; many of its hits are not listed in these tables
IDE act: activators of human insulin-degrading enzyme in cells; P14735; HEK cells, FAbeta-B cleavage, fluorescence polarization; 0% vehicle, 100% cell-free pure enzyme wells; activation, % at 5.96 µM; 340,000 tested, 0.073% active; AID 493087;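 active = activation above the mean of all tested compounds plus 3 SD, set per screening campaign, cut at about 17% in these data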
M18AAP inhibitor: PfM18AAP enzyme inhibition. AID 1822. 290,000 tested, 1.2% active. recombinant PfM18AAP, H-Glu-NHMec fluorogenic cleavage. inhibition, % at 7.35 µM;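 active = inhibition above the campaign mean inhibition over all tested compounds plus 3 SD, cut at about 28% in these data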;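 note: 0% = plate median of test compound wells and 100% = 2 mM ZnCl2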
MEKK3 PB1 HTS: modulators (inhibitors or enhancers) of MEK5 binding to human MEKK3 PB1 domain. Q99759. bead-based flow cytometry, Alexa488-MEK5 binding to MEKK3; actives lie on both sides; 0 = blocked by unlabeled MEK5, 100 = vehicle. binding response (% of control), % at 10 µM. 290,000 tested, 1.4% active. AID 1529;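 active = binding response more than 3 SD above or below the average of its plate-row segment, actives on both sides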;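 note: Alexa488 bead fluorescence after subtracting the streptavidin-only scavenger bead signal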
Target sequence (Q99759 whole entry, looked up, the tested form may be a part): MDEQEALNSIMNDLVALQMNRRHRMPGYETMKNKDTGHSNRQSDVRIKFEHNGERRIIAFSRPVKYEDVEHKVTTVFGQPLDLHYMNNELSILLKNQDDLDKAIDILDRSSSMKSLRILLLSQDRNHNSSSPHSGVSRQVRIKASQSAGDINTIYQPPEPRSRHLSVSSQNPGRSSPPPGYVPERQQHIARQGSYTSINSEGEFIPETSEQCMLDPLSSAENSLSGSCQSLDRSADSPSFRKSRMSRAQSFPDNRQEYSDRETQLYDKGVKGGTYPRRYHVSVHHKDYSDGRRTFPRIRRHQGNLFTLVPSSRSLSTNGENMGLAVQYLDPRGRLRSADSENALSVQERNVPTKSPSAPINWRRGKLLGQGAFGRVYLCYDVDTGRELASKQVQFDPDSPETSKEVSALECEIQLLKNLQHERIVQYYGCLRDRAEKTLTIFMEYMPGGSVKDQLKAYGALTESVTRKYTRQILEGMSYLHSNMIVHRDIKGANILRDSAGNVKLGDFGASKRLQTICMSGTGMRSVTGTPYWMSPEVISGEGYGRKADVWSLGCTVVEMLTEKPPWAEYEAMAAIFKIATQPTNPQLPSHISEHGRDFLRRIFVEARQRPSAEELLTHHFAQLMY
IDE cell inh: inhibits human insulin-degrading enzyme in HEK cells; FAbetaB cleavage, fluorescence polarization; inhibition, % at 5.59 µM; P14735; 320,000 tested, 0.41% active;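 active = percent inhibition above the average of all tested compounds plus 3 SD, set per screening campaign, cut at about 16% in these data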;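 note: IDE supplied by intact live HEK cells; FP after avidin binding of uncleaved biotin substrate so inhibition keeps polarization high; 0% = DMSO wells and 100% = 60 µM reference IDE inhibitor Ii1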
UBC9 SUMO inh: SUMOylation inhibition; P63279; HTRF SUMOylation assay, SAE1/SAE2 + UBC9, in vitro; inhibition, % at 35 µM; 290,000 tested, 0.36% active; AID 2006; in the data active = inhibition above about 50%, passing the limit was not always enough; note: strong numbers were not always called active
Target sequence (P63279 whole entry, looked up): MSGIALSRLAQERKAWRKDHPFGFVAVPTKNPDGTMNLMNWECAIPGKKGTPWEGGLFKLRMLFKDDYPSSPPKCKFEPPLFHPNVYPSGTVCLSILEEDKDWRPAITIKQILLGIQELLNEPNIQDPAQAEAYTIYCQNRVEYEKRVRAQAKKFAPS
* hit, by the source's call; x = no result given; & = joins results of further samples; [ ] = dose if it differs, or a comment.

SMILES	MEKK2mut PB1 HTS	NALP1 yeast inh	MEKK2 WT-MEK5	p-CIP stab down	IDE act	M18AAP inhibitor	MEKK3 PB1 HTS	IDE cell inh	UBC9 SUMO inh
CCOc1cccc(-c2c(C(=O)N/N=C/c3ccco3)nnn2-c2nonc2N)c1	6	-9	108	-1	6	8	103	0	-2
O=C(Nc1ccc(-c2cn3ccsc3n2)cc1)c1ccc(F)c(S(=O)(=O)N2CCOCC2)c1	-1	33	109	-7	-10	7	104	21*	-9
COc1ccc2c(CC(=O)OCC(=O)Nc3ccc(S(N)(=O)=O)cc3)coc2c1	-8	x	98	7	-3	1	91	-3	-3
COc1ccccc1CNC(=O)c1cc2ccccc2o1	-2	9	101	-13	3	3	103	1	9
CCOc1ccccc1C(=O)NCC(=O)NCCc1ccc(S(N)(=O)=O)cc1	2	11	98	-27	-1	-7	100	8	13
CCN(CC)C(=O)c1ccc2c(c1[N+](=O)[O-])C(=O)c1ccccc1C2=O	7	28	95	-12	x	1	95	-2	1
O=C(c1ccc(Sc2ccc(F)cc2)c([N+](=O)[O-])c1)N1CCOCC1	0	-5	100	2	0	-2	102	-1	14
Cc1ccc(C(C)NC(=O)C2CCCC2)c(C)c1 (stereo not drawn)	1	12	104	-12	-1	1	103	0	3
O=C(COC(=O)CCC(=O)c1cccs1)Nc1cc(S(=O)(=O)N2CCOCC2)ccc1Cl	-9	-15	98	-6	-1	-5	96	-3	10
O=C(CN1CCc2cc3c(cc2C1)OCCCO3)Nc1ccc(S(=O)(=O)N2CCCC2)cc1	0	13	96	-7	-1	6	99	8	1
Nc1nnc(-c2ccc(Cl)cc2)o1	-1	x	102	2	1	-16	101	2	26
CCC(=O)Nc1cccc(NC(=S)NC(=O)c2cccs2)c1	-1	12	102	-6	6	3	98	0	12
O=C(N/N=C/c1ccc(N2CCCC2)c([N+](=O)[O-])c1)c1cccnc1	-7	4	94	6	-2	11	101	4	-5
Cc1c(O)c(CN2CCCC2)cc2c3c(c(=O)oc12)CCC3	-1	21	100	-24	-1	6	95	3	42
CCCc1oc(C(=O)O)cc1CN1CCOCC1	-13	11	91	-6	4	-3	84	3	-7
O=c1[nH]ncc(NCCc2ccccc2)c1Cl	-8	0	104	-1	1	-6	103	2	2
COC(=O)C(NNc1ccccc1)(NC(=O)c1ccccc1F)C(F)(F)F (stereo not drawn)	-2	11	98	-13	2	-6	100	2	2
O=C(NNC(=O)C1COc2ccccc2O1)c1ccccc1 (stereo not drawn)	8	17	102	-8	-5	13	101	2	7
CCn1cc(C(=O)N2CCc3ccccc32)c(=O)c2cc(S(=O)(=O)N3CCCC3)ccc21	3	26	110	3	-4	3	109	7	0
O=C(COC(=O)c1ccccc1)NCC1CCCO1 (stereo not drawn)	-4	6	93	-4	5	5	92	-5	15
CCc1nnc(NS(=O)(=O)c2ccc(NC(=O)c3cccc(Cl)c3)cc2)s1	-2	-10	103	6	-4	3	108	1	18
CCC(C)(C)NC(=O)Cc1ccc(OC)c(OC)c1	-4	9	95	4	5	-14	99	-2	15
COC(=O)c1cccc(Nc2nc3ccccc3nc2C)c1	2	-17	102	5	-2	-1	107	5	13
C=CCOC(=O)C1=C(C)NC(SC)=C(C#N)C1c1ccc(OCC)cc1 (stereo not drawn)	-5	25	94	1	-4&1	-1	88	0	-19
COCc1cc(=O)n2c(-c3ccc(C)cc3)n[nH]c2n1	-3	17	94	-6	7	x	96	-1	17
COc1ccc(CCNC(=O)C2CCC(=O)N2CCc2ccccc2)cc1OC (stereo not drawn)	1	6	98	-4	5	-8	99	3	1
Fc1cc(F)c(NC(=S)N2CCOCC2)c(F)c1	-3	-4	96	-8	1	1	96	-1	10
CCN(CC)Cc1nc2c(c(=O)[nH]1)C1(CCCC1)Cc1ccccc1-2	-1	10	103	-8	-3	5	95	-2	18
Cc1ccc(-c2csc(NC(=O)Cn3cnc4c3c(=O)n(C)c(=O)n4C)n2)cc1C	6	-2	107	-5	1	0	106	1	0
CCOc1ccc(C2=C(C=Nc3c(C)n(C)n(-c4ccccc4)c3=O)C(c3ccc(F)cc3)c3ccccc3O2)cc1 (stereo not drawn)	1	-13	97	-19	4	4	97	4	3
Cc1ccc(-n2cc(-c3ccccc3)c3c(NN4CCOCC4)ncnc32)cc1	-2	14	97	-19	-3	0	101	4	10
C=CCNc1ncnc2c1[nH]c1ccccc12	-10	-13	95	-11	5	-10	87	5	6
CCC(C)NC(=O)CS(=O)(=O)Cc1nc(-c2cccc(OC)c2)oc1C (stereo not drawn)	3	40	112	0	6	4	105	6	-4
CCC(C(=O)NC1CCCCC1)n1c(SCc2cccc(C)c2)nc2ccncc21 (stereo not drawn)	-5	26	97	8	-10	-1	104	10	-15
COc1cccc(-n2nnc(S(=O)(=O)c3ccc(C)cc3)c2N)c1	8	5	88	-4	4	-7	108	0	17
COc1ccc(CNC(=O)CN(Cc2ccco2)C(=O)CNS(=O)(=O)c2ccc(C)cc2)cc1	-2	10	96	-13	1	1	102	-2	-3
CCOc1cc(/C=C/c2cc(C(F)(F)F)[nH]c(=O)n2)ccc1O	-11	-8	92	-6	-8	15	101	2	1
O=C(O)c1cccnc1NC1CCCC1	-9	6	88	3	4	-7	80*[inhibitor]	-1	24
COc1cccc(-c2noc(Cn3nc(C(=O)O)c4ccccc4c3=O)n2)c1	2	17	102	4	-2	-7	103	-2	14
O=C1COc2ccc(S(=O)(=O)N3CCCCC3)cc2N1	3	-15	100	1	-1	4	103	2	2
Nc1nc(N2CCCCC2)c(C=O)c(N2CCCCC2)n1	-4	15	97	3	-5	-1	105	-5	4
Cc1cccc(-c2nc(Nc3cccc(O)c3)c3ccccc3n2)c1	-2	21	102	1	0	-10	99	2	-10
CC(CCc1ccccc1)NC(=O)CCCCCNc1nc(=S)[nH]c2ccccc12 (stereo not drawn)	3	6	105	-5	x	5	104	0	6
Cc1ccc(S(=O)(=O)Nc2c(C)nc3nc(C)[nH]n3c2=O)cc1	-11	11	89	-9	6	-17	98	1	6
CC(C)(C)NC(=O)c1oc2ccccc2c1COc1ccccc1	-1	30	102	-9	3	-9	69*[inhibitor]	-5	-9
O=C(Oc1ccc(OC(=O)N2CCOCC2)cc1)c1ccccc1	3	14	98	-11	3	1	100	1	11
Cc1cccc(NC(=O)C2(c3ccc([N+](=O)[O-])cc3)CCCC2)c1	6	27	124	-1	4	-1	118	0	-6
CN(C)C1(CNC(=O)C2CCC(=O)N(CCc3ccc(Cl)cc3)C2)CCCCC1 (stereo not drawn)	6	18	108	-5	0	-10	104	0	-2
Cc1cc(NCc2ccccc2)nc(-c2ccccc2O)n1	-3	8	99	-7	2	2	96	-2	12
CCOC(=O)C1(Cc2ccc(Cl)cc2)CCN(C(=O)C2=NNC(=O)CC2)CC1	-10	7	90	-4	2	2	97	4	-4

New compounds follow:
SMILES	MEKK2mut PB1 HTS	NALP1 yeast inh	MEKK2 WT-MEK5	p-CIP stab down	IDE act	M18AAP inhibitor	MEKK3 PB1 HTS	IDE cell inh	UBC9 SUMO inh
COc1cccc(OCCCCN2CCCCC2)c1	6	10	106	-2	1	0	103	0	1
CN1CCN(C(=S)NC(=O)c2ccccc2Br)CC1	2	8	101	-4	4	0	98	-1	1
NC(=O)CC[C@@H]1NC(=O)[C@@H]2CCCN2C(=O)c2cc([N+](=O)[O-])cc(I)c2NCCC[C@@H](C(N)=O)NC1=O	3	14	98	-3	x	0	89	2	11
Cc1ccc(NC(=O)CCSc2nnc(C)o2)cc1	3	18	105	-7	2	-15	106	2	16
COc1ccc(/C=N/NC(=O)c2cccnc2)cc1CN1CCN(c2ccc(F)cc2)CC1	11	-4	103	6	5	-1	102	-1	25
CCc1cc(=O)[nH]c(SC/C=C/c2ccccc2)n1	7	8	103	-5	1	-5	103	2	16
O=C(CSc1nnnn1-c1ccc2c(c1)OCO2)NCc1ccccc1	10	16	111	-2	4	1	111	7	8
CSCC(C)N1CCC(n2nccc2NC(=O)CCOc2ccccc2)CC1 (stereo not drawn)	5	4	106	-14	6	6	100	5	-4
CCOC(=O)C1=C(O)/C(=C/c2ccc(CNC(=O)C(=O)Nc3ccc(C)cc3)o2)N=C1C	-2	-9	90	-6	-4	10	96	4	-4
CCn1cc(C(=O)O)c(=O)c2cc(F)c(N3CCN(C(=S)NC(=O)c4ccc(OC)cc4)CC3)cc21	4	-9	105	-2	0	-8	104	0	20
CCOC(=O)c1cc(-c2ccc(OC)cc2)n(CCC(=O)NCCN2CCC(C)CC2)c1C	0	10	115	1	3	-2	121	0	18
Cc1cc(C)nc(SCc2cc(=O)c(OC(=O)c3ccco3)co2)n1	-1	33	101	-3	2	6	113	6	13
C=CCN1C(=O)c2ccc(C(=O)N3CCC(C(N)=O)CC3)cc2C1=O	6	-4	106	-2	-1	0	99	5	1
O=C(c1ccc(Cl)cc1)N1CCN(CCc2ccccn2)CC1	0	14	106	-2	-4	-2	99	x	-5
CCOc1ccc(NC(=O)COC(=O)C23CC4CC(CC(C4)C2)C3)c([N+](=O)[O-])c1	2	14	99	-1	4	-7	107	5	-4
CC(C)COC(=O)n1c(SCC(N)=O)nc2ccccc21	-26	20	77	-4	6	-24	75	-3	19
CCOc1ccc(C(=O)Nc2nnc(S(=O)(=O)Nc3ccccc3C)s2)cc1	3	6	100	5	3	8	102	-1	-16
O=C(CSc1nn(-c2ccc(F)cc2)c(=S)s1)NCC1CCCO1 (stereo not drawn)	0	3	102	-12	-2	-6	103	4	12
C/C(=N\Nc1ccc(F)cc1F)c1cccs1	2	10	105	6	x	4	105	-3	-4
COc1cccc(N2CCN(S(=O)(=O)c3ccc(CN4C(=O)c5cccnc5C4=O)cc3)CC2)c1	1	1	104	-9	8	-9	102	-3	9
S=C(NCCc1cnc[nH]1)NC1CCCC1	2	-5	102	11	4	5	103	-3	-10
CCOC(=O)C1=C(C)SC2=NS(=O)(=O)CCN21	3	12	102	2	4	9	102	-4	10
Cc1ccsc1C(=O)N1CCC(N2CCC(C(=O)NCC3CCCO3)CC2)CC1 (stereo not drawn)	-5	-7	99	-6	2	-4	98	7	20
CC1=CC(=O)c2ccccc2C1=O	-2	2	103	-6	3&-4	7	82	1&-1	-29
COCCCNC(=O)c1cc2c(-c3ccc(Cl)cc3)nn(C)c2s1	7	-2	119	-1	6	-6	109	3	19
CN(CC(=O)Nc1ccccc1N1CCOCC1)S(=O)(=O)c1ccc(F)cc1	3	7	101	-1	2	-1	101	7	-1
CC(=O)C1=C(C)NC(=O)NC1c1cccs1 (stereo not drawn)	1	3	102	10	2	-7	102	5	-3
C=CCn1c(CNC(=O)c2ccccc2C)nnc1SCC(=O)NC1CCCC1	3	6	106	8	0	3	106	3	-13
CCN(CC)CCNc1nc(-n2nc(C)cc2C)nc2sc3c(c12)CC(C)(C)OC3	11	-9	116	-12	4	2	98	-2	7
Cc1cccc(NC(=O)c2cc(C)nc3ccccc23)c1	1	14	101	-9	0	-9	106	-1	-4

Shown with each value named: part of the list above.
CN(CC(=O)Nc1ccccc1N1CCOCC1)S(=O)(=O)c1ccc(F)cc1
- MEKK2mut PB1 HTS = 3
- NALP1 yeast inh = 7
- MEKK2 WT-MEK5 = 101
- p-CIP stab down = -1
- IDE act = 2
- M18AAP inhibitor = -1
- MEKK3 PB1 HTS = 101
- IDE cell inh = 7
- UBC9 SUMO inh = -1
CCN(CC)CCNc1nc(-n2nc(C)cc2C)nc2sc3c(c12)CC(C)(C)OC3
- MEKK2mut PB1 HTS = 11
- NALP1 yeast inh = -9
- MEKK2 WT-MEK5 = 116
- p-CIP stab down = -12
- IDE act = 4
- M18AAP inhibitor = 2
- MEKK3 PB1 HTS = 98
- IDE cell inh = -2
- UBC9 SUMO inh = 7

Bioassay records from PubChem.

Only part of the results is shown; the hit share may differ from the screen's.
